Nrf2 activator = activators of Nrf2 (ARE) signaling | AID 624171 | actives 0.31% (n = 410,000) | Potency, µM (doses to about 46.1 µM), for inactives: at the top dose activation, most hits filed as activators | AREc32 ARE-luciferase reporter (MCF7-derived line), luminescence, 24 h; note: potency is the fitted concentration of half-maximal effect; % of control where 0% means no effect; nearly all actives have a fitted effect of over 65% in size
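Steps: seed AREc32_Fluc cells (1000/well, 5% FBS OPTI-MEM); incubate overnight at 37 deg C; add 23 nL compound; incubate 24 hr; add Steady-Glo; hold 30 min RT; read luminescence.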
Abeta yeast res = A-beta toxicity reversal in yeast; Potency, µM (titrated, usually from 46.1 µM), inactives show at the top dose growth rescue, actives largely listed as activators; AID 1347071; yeast expressing A-beta42, growth rescue, OD600, 48 h; response scale: 0% DMSO, 100% iron-clioquinol control; actives 0.063% (n = 410,000); note: potency is the fitted concentration of half-maximal effect; nearly all actives have a fitted effect of over 55% in size
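Yeast growth medium received pinned compounds, then yeast cells expressing toxic A-beta were added; plates incubated at 30 C for 48 hr. Growth read as absorbance at 600 nm, normalized to DMSO and equimolar FeCl3 plus clioquinol controls.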
Mm-Cpn inhibitor = blocks the Methanococcus maripaludis chaperonin Mm-Cpn; purified Mm-Cpn ATPase, ADP Transcreener TR-FRET; Potency, µM (top dose mostly 76.9 µM), for the others: at the highest dose activity, negative = inhibition, most hits filed as inhibitors; actives 0.031% (n = 330,000); AID 504842; note: potency is the fitted concentration of half-maximal effect; % is set by controls: 0 for no effect and ±100 for the full control effect; nearly all actives have a fitted effect of over 80% in size
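Purified archaeal Mm-CPN (25nM final) preincubated 10 min at 37degC with compound, then 10uM ATP for 30 min at 37degC; ADP measured by HTRF Transcreener TR-FRET; buffer 30 mM TRIS pH 7.4, 100mM KCl, 5mM MgCl2, 1mM DTT.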
Nrf2 block = blocks Nrf2 signaling. Potency, µM (top dose mostly 46 µM), inactives show at the top dose activity change, negative = inhibition, most hits filed as inhibitors. A549 ARE-Fluc reporter, luciferase luminescence, 18-24 h. actives 2.1% (n = 360,000). AID 504444; note: potency is the fitted concentration of half-maximal effect; % is set by controls: 0 for no effect and ±100 for the full control effect; nearly all actives have a fitted effect of over 60% in size
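Nrf2 activity is the BugLite luminescence, read 15 min after reagent at room temperature, following CellTiter-Fluor cytotoxicity readout (30 min, 37C). Compound titrations were applied for 18-24 h to 5000 A549 ARE_Fluc cells/well in 5% FBS OPTI-MEM.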
A549 viability = A549 cytotoxicity, counter-screen for Nrf2 inhibitors | A549 ARE-Fluc cells, CellTiter-Fluor viability, 18-24 h | Potency, µM (titrated, usually from 46 µM), for inactives: top-dose activity change, negative = cytotoxicity, most hits filed as inhibitors | actives 0.16% (n = 390,000); note: potency is the fitted concentration of half-maximal effect; % is set by controls: 0 for no effect and ±100 for the full control effect
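Cytotoxicity counterscreen: CellTiter-Fluor fluorescence was measured in A549 ARE_Fluc cells after 18-24 h of compound exposure in a concentration series. The subsequent BugLite luminescent read reports ARE-luciferase activity.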
CCT chaperon mod = changes cytosolic chaperonin activity; actives 0.3% (n = 360,000); AID 651819; purified chaperonin ATPase assay, HTRF ADP detection, 30 min; activity change, % (test concentration not listed), hits read low; in the data active = activity change below about -30%; note: % is set by controls: 0 for no effect and ±100 for the full control effect
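TRiC (40 or 20 nM final, by batch activity) in 30 mM Tris pH 7.4, 100 mM KCl, 5 mM MgCl2, 1 mM DTT was treated with compound at 76 uM single dose, then 10 uM ATP, 30 min at 37 °C. ADP was read by HTRF Transcreener.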
TGFb inhibitor = inhibitors of TGF-b signaling; HepG2 CAGA-GFP TGF-b/SMAD3 reporter, GFP fluorescence, 18 h; TGF-beta stimulated, 500 pg/mL final; Potency, µM (top dose mostly 46.1 µM), inactives show at the top dose activity, negative = inhibition, hits mostly inhibitors; actives 1.2% (n = 410,000); AID 588855; note: potency is the fitted concentration of half-maximal effect; % is set by controls: 0 for no effect and ±100 for the full control effect; nearly all actives have a fitted effect of over 65% in size
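First, reporter cells (HEPG2 CAGA-GFP) rested 2 h at 37 degrees C. Next, compounds were pinned in and TGF-beta added to 500 pg/mL final. After 18 h, GFP was imaged per cell and summed per well.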
HepG2 viability = HepG2 cytotoxicity, counter-screen for TGF-b inhibitors; actives 0.76% (n = 410,000); AID 588856; Potency, µM (doses to about 46.1 µM), for the others: at the highest dose activity change, negative = cytotoxicity, usual class: cytotoxic; HepG2 CAGA-GFP viability, ATP luminescence, 18 h; note: potency is the fitted concentration of half-maximal effect; some results filed as inactive show a strong effect at the top dose
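CellTiter-Glo luminescence gave cytotoxicity after 18 hours at 37 degrees C. The cells were HepG2 CAGA-GFP in 1% FBS DMEM, stimulated with 500 pg/mL TGF-beta after compound addition. %Activity was normalised to no-cell wells (complete cell-killing) and DMSO (no toxicity), and curves were fitted and classified.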
pAkt inh = blocks phosphorylation of Akt. activity change, % for hits at 50 µM. actives 0.32% (n = 360,000). Neuro2A IGF-stimulated pAkt S473 HTRF, 20 min; active compounds read low. AID 651550; in the data active = activity change below about -80%; inconclusive = mostly about -51% to -80%; note: % is set by controls: 0 for no effect and ±100 for the full control effect
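Neuro2A cells (4,500/well, DMEM with 0.5% FBS) were treated with compound at a single 50 µM final concentration, stimulated with 6 nM IGF for 20 min at 37 °C, and lysed. Phospho-Akt Ser473 was read by HTRF as 665/615 ratio ×10^4.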
The depositor's hits bear a star; i = inactive; ? = inconclusive; · = no result given; & = joins results of further samples; [ ] = remark or other dose. Unless noted, calls come from the whole dose curve; as a rule, active = well fitted curve in the direction sought with a large enough effect; inconclusive = small, poorly fitted or top-dose-only effect, or another doubt; inactive = no such curve, though single readings can be large; an effect the other way counts as inactive or inconclusive.

1	COc1ccc(-c2nnc(SCC(=O)NCc3cccs3)n2C(C)C)cc1
2	CCOc1cc(/C=N\NC(=O)C2C(=O)NCC2c2ccccc2)ccc1OC (stereo not given)
3	Cc1nc(Nc2nc3ccccc3o2)nc2c1CCC2
4	CC(C)(C)OC(=O)NCc1ccc(NC(=O)c2nc[nH]c2C(=O)NCCCNC(=O)c2[nH]cnc2C(=O)Nc2ccc(CNC(=O)OC(C)(C)C)cc2)cc1
5	NS(=O)(=O)c1ccc(NC(=S)NC(=O)c2ccc(Br)o2)cc1
6	C/C(=N\NC(=O)c1nnn(-c2nonc2N)c1-c1cccs1)c1ccc(O)cc1

assay / compound	1	2	3	4	5	6
Nrf2 activator	-0.3%	0.7%	-1.7%	0.1%	4.4%	-0.3%
Abeta yeast res	16%	-7%	4%	-4%	-15%	4%
Mm-Cpn inhibitor	0%	0%	-2%	2%	1%	-2%
Nrf2 block	·	-10%	?	-13%	-2%	-12%
A549 viability	-14%	0%	4%	6%	-4%	0%
CCT chaperon mod	-4.4	0.4	0.3	0.7	-2.9	-0.1
TGFb inhibitor	7%	7%	14%	5%	-2%	-22%
HepG2 viability	-1%	-7%	-19%	8%	-7%	-24%
pAkt inh	i	i	i	i	i	i

Entries of single compounds as entered above. Screens in order: Nrf2 activator, Abeta yeast res, Mm-Cpn inhibitor, Nrf2 block, A549 viability, CCT chaperon mod, TGFb inhibitor, HepG2 viability, pAkt inh
Results for Cc1nc(Nc2nc3ccccc3o2)nc2c1CCC2 = -1.7%, 4%, -2%, ?, 4%, 0.3, 14%, -19%, i
Results for NS(=O)(=O)c1ccc(NC(=S)NC(=O)c2ccc(Br)o2)cc1 = 4.4%, -15%, 1%, -2%, -4%, -2.9, -2%, -7%, i
Results for CC(C)(C)OC(=O)NCc1ccc(NC(=O)c2nc[nH]c2C(=O)NCCCNC(=O)c2[nH]cnc2C(=O)Nc2ccc(CNC(=O)OC(C)(C)C)cc2)cc1 = 0.1%, -4%, 2%, -13%, 6%, 0.7, 5%, 8%, i
Results for COc1ccc(-c2nnc(SCC(=O)NCc3cccs3)n2C(C)C)cc1 = -0.3%, 16%, 0%, ·, -14%, -4.4, 7%, -1%, i

Other entries
7	Cc1ccc2nsnc2c1S(=O)(=O)NCCc1c(C)[nH]c2ccc(F)cc12
8	CCOP(=O)(OCC)C(NC(=O)NS(=O)(=O)c1ccc(C)cc1)c1ccccc1 (stereo not given)
9	COc1ccc(CCNc2nc3ccc(C)cc3n3cnnc23)cc1OC
10	CCCCN(CC)CCCNC(=O)Cn1nc(Cc2ccncc2)c2ccccc2c1=O
11	COC(=O)/C=C/c1ccc2c(c1)S(=O)(=O)N(c1cccc(OC)c1)[C@H]2CC(=O)OC
12	CCN(CC)C(=S)SCC(=O)Nc1ncc2c(n1)CC(C)(C)CC2=O

assay / compound	7	8	9	10	11	12
Nrf2 activator	-0.5%	0.0%	-0.6%&-0.1%	0.4%	7.7%	3.1%
Abeta yeast res	0%	-18%	-21%&-15%	7%	-22%	-10%
Mm-Cpn inhibitor	-4%	-12%	-5%	0%	·	-1%
Nrf2 block	?	2%	-15%&-25%	4%	-10%	12%
A549 viability	-6%	6%	-2%&-4%	-1%	-2%	-10%
CCT chaperon mod	0.9	-5.2	0.0	-2.0	-2.7	0.8
TGFb inhibitor	0%	5%	17%&-2%	-14%	2%&7%	-10%
HepG2 viability	-17%	-11%	11%&-17%	-31%	-14%&13%	-5%
pAkt inh	i	i	i	i	i	i

13	Cc1ccc2c(c1)/C(=N/OC(=O)c1ccc(F)cc1)CCS2
14	COc1ccc(C(=O)CSc2n[nH]c(-c3ccco3)n2)cc1
15	CCOC(=O)c1ccc(N2CCN(c3ccccc3F)CC2)c(NC(=O)Nc2ccc(Cl)c(Cl)c2)c1
16	Cc1cccnc1NC(=O)CCC(=O)c1cccs1
17	Cc1noc(C)c1NC(=O)N(C)C[C@@H]1Oc2ccc(NC(=O)CCC(F)(F)F)cc2CC(=O)N([C@@H](C)CO)C[C@@H]1C
18	O=C(NCCN1CCCCC1)c1cc2ccccc2[nH]1

assay / compound	13	14	15	16	17	18
Nrf2 activator	0.5%	11%	-0.5%	0.0%	-0.5%	-0.6%
Abeta yeast res	7%	-28%	12%	-9%	4%	0%
Mm-Cpn inhibitor	-1%	-4%	·	3%	2%	1%
Nrf2 block	-30%	1%	·	17%	24%	9%
A549 viability	0%	·	11%	0%	-2%	11%
CCT chaperon mod	-3.6	0.2	·	0.2	0.9	-4.1
TGFb inhibitor	-16%	13%	-5%	-2%	?	-2%
HepG2 viability	-1%	-12%	-25%	-8%	2%	-5%
pAkt inh	i	i	·	i	i	i

19	O=[N+]([O-])c1ccc(CN2CC(N3CCC(c4ccccc4)CC3)CS2(=O)=O)cc1 (stereo not given)
20	CSC1=N/C(=C\c2ccc(C)s2)C(=O)S1
21	S=C(Nc1ccccc1)NC1CCN(Cc2ccccc2)CC1
22	CC1CCCCC1NC(=O)CN(C)S(=O)(=O)c1ccc2c(c1)CCC(=O)N2 (stereo not given)
23	O=C(CSc1nnnn1-c1ccc(C(=O)O)cc1)NC1CCCCC1
24	CCCCn1c(=O)nc2n(-c3ccc(F)cc3)c3ccccc3cc-2c1=O

assay / compound	19	20	21	22	23	24
Nrf2 activator	0.4%	2.0%	-0.6%	-0.7%	-0.2%	1.3%
Abeta yeast res	-47%[inhibitor]	-26%	-4%	-4%	-1%	-5%
Mm-Cpn inhibitor	·	-2%	-2%	4%	-1%	·
Nrf2 block	·	9%	-1%	2%	-21%	0%
A549 viability	·	-3%	1%	-2%	-14%	1%
CCT chaperon mod	1.8	-2.0	2.5	-1.0	0.7	·
TGFb inhibitor	-23%	1%	-1%	8%	26%	?
HepG2 viability	-1%	4%	-2%	-11%	-5%	-23%
pAkt inh	i	i	i	i	i	·

25	O=S(=O)(Nc1ccc(S(=O)(=O)Nc2ncccn2)cc1)c1ccc(Cl)cc1
26	CCCN1C(=O)c2ccc(C(=O)Nc3nccs3)cc2C1=O
27	COC(=O)C(C(C)=O)C1=C/C(=N\S(=O)(=O)c2ccc(C)cc2)c2ccccc2C1=O (stereo not given)
28	COc1ccc(C2Nc3ccccc3-c3nnc(SC)nc3O2)cc1C (stereo not given)
29	CCOC(=O)N1C(=O)C2(CCCCC2)N(c2ccccc2Cl)C1=S
30	CCCCSc1nc2ccccc2[nH]1

assay / compound	25	26	27	28	29	30
Nrf2 activator	-0.1%	-0.2%	15%	1.1%	-0.7%	0.4%
Abeta yeast res	-1%	-23%	-12%	0%	-83%[inhibitor]	9%
Mm-Cpn inhibitor	2%	1%	-2%	·	3%	3%
Nrf2 block	8%	20%	·	7%	-24%	?
A549 viability	-6%	-6%	-2%	3%	0%	0%
CCT chaperon mod	2.3	-2.5	0.4	·	-1.6	2.0
TGFb inhibitor	1%	3%	3%	-1%	-47%	-1%
HepG2 viability	4%	-14%	-7%	-13%	-32%	-17%
pAkt inh	i	-111%*	i	·	i	i

31	Cc1ccc(CNC(=O)C2CCN(S(=O)(=O)c3ccc(Br)s3)CC2)cc1
32	CCn1c(SCC(=O)NCc2ccco2)nnc1-c1c[nH]c2ccccc12
33	COc1ccccc1CNC(=O)COC(=O)Cn1cnc2ccccc21
34	COC(=O)c1ccccc1N=C(SC)N(C)C
35	COc1cc2c(cc1OC)-c1cc(Nc3cccc(F)c3)nc(=O)n1CC2
36	Cc1ccsc1C1Nc2ccc3ncccc3c2C2=C1C(=O)CC(C)(C)C2 (stereo not given)

assay / compound	31	32	33	34	35	36
Nrf2 activator	-0.4%	0.3%	-0.7%	-0.3%	0.3%	8.6%
Abeta yeast res	-17%	4%	15%	-3%	-7%	-10%
Mm-Cpn inhibitor	-1%	-1%	-2%	-1%	2%	0%
Nrf2 block	-10%	-16%	-17%	-3%	?	10%
A549 viability	-2%	11%	1%	-2%	7%	-25%
CCT chaperon mod	-2.8	-0.2	-4.1	-2.3	-4.8	-3.7
TGFb inhibitor	-22%	25%	-10%	-3%	2%	?
HepG2 viability	-13%	-4%	-23%	-15%	-6%	-44%
pAkt inh	i	i	i	i	i	i

37	O=S(=O)(Nc1nc2ccccc2nc1N1CCc2ccccc2C1)c1ccc(Br)cc1
38	Cc1nn(-c2ccc(Cl)cc2)c2sc(C(=O)N3CCN(c4ccccn4)CC3)cc12
39	C[C@H]1CN([C@@H](C)CO)C(=O)c2cccc(NC(=O)C3CC3)c2O[C@H]1CN(C)CC1CCCCC1
40	COc1ccc(NC(=O)c2cc(C3CCCCN3C(=O)C3CCCCC3)on2)c(C)c1 (stereo not given)
41	CC(=O)Nc1ccc(S(=O)(=O)N2CCC(N(C)CCC(C)C)CC2)cc1
42	CC(=O)C1=C(c2ccccc2)NC(=O)NC1c1ccccc1OCC(=O)Nc1ccccc1 (stereo not given)
43	COC(=O)c1sccc1NC(=O)c1c(C)c(-c2cccc(Cl)c2)nc2ccccc12

assay / compound	37	38	39	40	41	42	43
Nrf2 activator	15%	0.0%	-0.9%	0.3%	-0.1%	1.0%	2.2%
Abeta yeast res	-15%	7%	4%	6%	3%	3%	6%
Mm-Cpn inhibitor	-3%	-2%	3%	·	1%	0%	?
Nrf2 block	?	2%	5%	·	8%	-5%	6%
A549 viability	-18%	-1%	-2%	·	6%	-3%	20%
CCT chaperon mod	0.9	-8.4	0.8	1.4	-0.4	0.3	-3.4
TGFb inhibitor	-21%	-1%	-19%	-22%	3%	-5%	?
HepG2 viability	7%	2%	-6%	-7%	15%	-20%	-11%
pAkt inh	i	i	i	·	i	i	i
